Screening data deposited in PubChem BioAssay by PCMD.
Yeast tox: Compounds toxic to wild-type S. cerevisiae growth | AID 685 | A595 turbidity, 16 h | growth inhibition, % at 25 µM (by protocol) | 30,000 compounds, 0.3% hits;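 active means mutant and wild-type yeast strains alike exhibit over 30% growth inhibition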;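 further: 0% = untreated cell controls and 100% = YPD media blanks without cells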
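Incubation: 16 h growth with compound, 30 °C; Material: S. cerevisiae wild-type or eIF2Bepsilon-R284H mutant strain; Signal: turbidity measured as absorbance at 595 nm; Medium: YPD yeast growth medium; Measure: growth inhibition (%) versus cell controls and blanks; Doses: 25 µM single dose.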
Yeast eIF2B: eIF2B (yeast) activity modulation; S. cerevisiae eIF2B-epsilon R284H, GCN4-lacZ luminescence; inhibition, % at 25 µM (by protocol); 27,000 compounds, 0.91% hits; AID 688;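 active means mutant luminescence inhibited past about 50% while wild type luminescence and mutant growth stay under set limits, limit read from the data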; further: some compounds called inactive have numbers as strong as hits
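Assay system: yeast eIF2B-epsilon R284H mutant carrying GCN4–beta-galactosidase fusion / Buffer or medium: YPD / Incubation: 16 h growth with compound at 30 °C, 90 min Beta-Glo step / Detection: Beta-Glo luminescence after Z-buffer lysis, growth by 595 nm absorbance / Read-out: % inhibition of reporter signal and growth versus controls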
Yeast tox inhibition %: also measured in Yeast tox; calls as there; growth inhibition, %; S. cerevisiae eIF2Bepsilon-R284H mutant growth, A595 turbidity, 16 h;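 each compound tested once at 25 µM; 0% equals untreated cells and 100% equals cell-free medium blanks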
Yeast eIF2B mutant toxicity: second read-out of Yeast eIF2B, no call of its own (marks repeat the call); growth inhibition, %; measured here: mutant yeast growth, toxicity;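 each compound tested once at 25 µM; zero equals untreated control growth and 100 equals blank medium absorbance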
* marks the source's active call; other numbers are inactive results; . = no result given. The list is partial; count on the stated rates, not on these rows.

No.	mol	Yeast tox	Yeast tox inhibition %	Yeast eIF2B	Yeast eIF2B mutant toxicity
1	N#Cc1nc(-c2cccc3ccccc23)oc1NCCN1CCCCC1	16	20	.	.
2	O=C(N1CCCCC1)N1CCCN(C(=O)N2CCCCC2)CC1	10	0	.	.
3	CC(C)Cc1cc(C(=O)Nc2cc(C(F)(F)F)ccc2Cl)no1	8	14	20	14
4	O=C1NCC(c2ccccc2)C1C(=O)N/N=C\c1ccc(-c2cccc(Cl)c2Cl)o1 (centres undefined)	5	19	16	19
5	O=C(Cc1cn2ccsc2n1)Nc1ccccc1Oc1ccccc1	29	12	16	12
6	Cc1ccc(C)n1-c1nc(=S)[nH][nH]1	6	17	26	17
7	Cc1c(C(=O)Nc2ccc(-n3cnnn3)cc2)oc2ccccc12	-6	-18	16	-18
8	S=c1[nH]ncn1/N=C/c1cccc(Oc2ccccc2)c1	26	21	20	21
9	Cc1ccc(C(=O)CCC(=O)CCC(=O)O)cc1	6	-21	-18	-21
10	O=c1oc2c(CN3CCCCC3)c(O)ccc2c2c1CCCC2	16	3	12	3
11	CNC(=O)c1ccccc1NC(=O)c1c(O)c2c([nH]c1=O)CCCC2	21	5	-10	5
12	Cc1ccc(C(=O)NNC(=S)Nc2cccc(Cl)c2Cl)cc1[N+](=O)[O-]	2	18	.	.
13	CC(C)CCNC(=O)CN(Cc1ccc2c(c1)OCO2)C(=O)Cn1nnc(-c2cccs2)n1	.	.	-2	.
14	CN1CCN(c2ccc(NC(=O)c3cccc(OCc4ccccc4)c3)cc2)CC1	.	.	16	.
15	O=C1CC(Nc2ccccc2)C(=O)N1CCc1ccccc1 (centres undefined)	13	16	16	16
16	CC(=O)Nc1ccc(OCC(O)Cn2c(C)nc3ccccc32)cc1 (centres undefined)	9	0	-2	.
17	Cc1nc(NCC2CCCO2)nc2c1C(=O)CC(C)(C)C2 (centres undefined)	15	15	19	15
18	Cc1ccc(C(=O)NC2CCCCCC2)o1	-13	-19	30	-19
19	Cc1ccc(OCCN2C(=O)c3ccccc3C2=O)cc1	30	12	.	.
20	Cc1nc2ccc(S(=O)(=O)N(C)CC(=O)N3CCc4ccccc43)cc2s1	0	-3	26	-3
21	O=C(O)c1ccccc1C(=O)N1CCN(c2ccccc2)CC1	2	-16	12	-16
22	COc1ccc(C(=O)Nc2oc(-c3ccccc3)c(-c3ccccc3)c2C#N)cc1	1	-21	19	-21
23	O=C(CCCCCN1C(=O)c2ccccc2C1=O)Nc1ccc(F)cc1	-28	-3	42	-3
24	COc1cccc2[nH]c3c(N4CC(C)CC(C)C4)ncnc3c12 (centres undefined)	19	5	8	5
25	CCCCCOC(=O)Nc1nnc(CCCCC)s1	23	27	13	27
26	COc1ccc(CCNC(=O)Cn2cnc3c(cnn3-c3ccccc3Cl)c2=O)cc1OC	-14	-4	.	.
27	O=C(COC(=O)COc1ccccc1)Nc1ccccc1OC(F)F	35	14	22	14
28	Clc1c(CSc2nc3ccccc3o2)nc2sccn12	6	15	25	15
29	CCCc1nnc(NC(=O)C2CCCO2)s1 (centres undefined)	-4	-11	26	-11
30	COc1ccc(N2CCN(C(=O)C3CCCO3)CC2)cc1 (centres undefined)	8	5	.	.
31	O=C(NC1CCCC1)C(c1ccsc1)N(Cc1ccco1)C(=O)Cc1cccs1 (centres undefined)	-25	-36	31	-36
32	O=S(=O)(N1CCOCC1)N1CCN(c2ccc(F)cc2)CC1	16	9	23	9
33	COc1cccc(CNC(=O)CCn2c(=O)oc3ccccc32)c1	-20	-18	22	-18
34	O=C(O)Cn1c2c(c3ccccc31)CCCC2	13	-14	0	-14
35	COCCn1nnnc1C(c1cccc(C(F)(F)F)c1)N1CCN(Cc2ccccc2)CC1 (centres undefined)	18	28	18	28
36	COc1ccc(C2(C(=O)NC3CCCCC3)CCOCC2)cc1OC	18	24	30	24
37	CC(=O)Nc1sc2c(c1C#N)CCCC2	6	-22	-7	-22
38	CCC(Sc1nc(C)cc(=O)[nH]1)C(=O)Nc1nc2c(s1)CCCC2 (centres undefined)	-2	0	9	.
39	c1cnc2ccc(C(c3nnnn3C3CCCCC3)N3CCN(C4CCCCC4)CC3)cc2c1 (centres undefined)	16	-26	4	-26
40	O=C(O)CCSc1nc2ccccc2c(=O)[nH]1	13	12	6	12
41	O=C1CCCc2nn(-c3ccccc3)nc21	-16	7	6	7
42	COc1ccc(NC(=O)c2cccnc2Nc2ccccc2)cc1	-22	-5	.	.
43	Cn1c(=O)[nH]c(=O)c2c1ncn2CCN1CCOCC1	11	21	21	21
44	N#C/C(=C\N1CCOCC1)c1ccccc1	15	24	28	24
45	COC(=O)NCC(c1cccnc1)N1CCN(c2ccccc2OC)CC1 (centres undefined)	-16	-5	-4	-5
46	O=C(CSC1=Nc2ccccc2C2=NC(Cc3c[nH]c4ccccc34)C(=O)N12)NC1CCCCC1 (centres undefined)	-2	4	.	.
47	CC/S(CC1CC1(Cl)Cl)=N\S(=O)(=O)c1ccc(C)cc1 (centres undefined)	21	26	.	.
48	Cc1nn(Cc2ccc(C(=O)Nc3nccs3)cc2)c(C)c1Cl	-30	-34	17	-34
49	COc1cccc2cc(C(=O)N3CCCCC3C)c(=O)oc12 (centres undefined)	3	13	.	.
50	CC(C)n1c(SCC(=O)NCc2ccco2)nc2c1c(=O)n(C)c(=O)n2C	5	12	-15	12
51	CC(=O)Nc1ccc(C(=O)c2ccccc2)cc1	27	4	24	4
52	CNC(=O)CCn1nc(-c2ccccc2)c2ccccc2c1=O	-4	-14	59*	.
53	Cn1nnnc1SCC(=O)Nc1ccc(Oc2ccccc2)cc1	-6	-9	11	-9
54	Cc1ccc(C(=O)N2CCN(C3CCCCC3)CC2)s1	0	-30	7	-30
55	CN1C(=O)c2ccccc2C(C(=O)O)C1c1cccc(Cl)c1 (centres undefined)	5	21	24	21
56	Cn1c(=O)c2c(nc(CN3CCN(c4ccccc4)CC3)n2CCN2CCOCC2)n(C)c1=O	20	7	17	7
57	CN1CCN(CCC(=O)N2c3ccccc3Sc3ccc(Cl)cc32)CC1	-2	-4	20	-4
58	CC(C)n1c(=S)[nH]c2ccccc2c1=O	22	20	.	.
59	CCOc1ccc(C(=O)OCCN(C)C)cc1	11	18	21	18
60	O=C(NCc1ccccc1)N[C@@H](Cc1c[nH]c2ccccc12)C(=O)O	15	0	17	.

Other entries.
No.	mol	Yeast tox	Yeast tox inhibition %	Yeast eIF2B	Yeast eIF2B mutant toxicity
61	CN1CCN(CCCC(=O)c2ccc(F)cc2)CC1	6	16	19	16
62	O=C(c1n[nH]c(=O)c2ccccc12)N1CCN(c2ccccc2)CC1	-3	-7	-8	-7
63	CCO/C=C/C(O)(CNC(=O)COc1ccccc1F)C(F)(F)F (centres undefined)	9	3	34	3
64	Cc1ccc(NC(=O)N2CCCC2C(=O)Nc2ccc(-n3cnnn3)c(C)c2)cc1 (centres undefined)	-5	-32	-11	-32
65	O=S(=O)(NCCOc1cccc2cccnc12)c1ccc(F)cc1	-12	0	-25	.
66	CN1CCN(c2nc(N3CCN(CCO)CC3)nc3ccccc23)CC1	-5	-7	55*	.
67	Cc1ccc(S(=O)(=O)N2CCC(C(=O)NCc3cccnc3)CC2)cc1	4	-19	16	-19
68	CCN(CC)S(=O)(=O)c1cccc(C(=O)NCCCN2CCOCC2)c1	20	12	18	12
69	COc1ccccc1N1CCN(CCCC(=O)c2ccc(F)cc2)CC1	13	3	28	3
70	Nc1ccc(-n2nnnc2-c2ccco2)cc1	-9	3	38	3
71	COc1ccc(CNC(=O)C2CCCN2S(=O)(=O)c2ccc(Cl)cc2)cc1 (centres undefined)	14	12	13	12
72	Cc1[nH]c2c(C)cccc2c(=O)c1Br	1	-10	20	-10
73	Cn1c(=O)c(C(=O)Nc2cccnc2)c(O)c2ccccc21	-17	0	0	.
74	CCn1cc(C(=O)NCc2ccc3c(c2)OCO3)c(=O)c2ccc(C)nc21	-18	-14	13	-14
75	COc1cccc(NC(=O)CCCn2c(=S)[nH]c3ccccc3c2=O)c1	15	13	-11	13
76	Cc1cccc2nc(CSc3nnc4ccccn34)cn12	4	-22	24	-22
77	CCCc1nn(-c2ccccc2)c2c1C(c1cccs1)C(C#N)=C(N)O2 (centres undefined)	32	-10	11	-10
78	O=C(CCCOc1ccccc1)Nc1ccncc1	.	.	-2	.
79	O=C(CCS(=O)(=O)c1cccc2nonc12)N1CCN(c2ccc(F)cc2)CC1	-1	4	20	4
80	O=C(CCc1nc(-c2ccccc2)no1)NCCc1ccccc1	12	0	0	.
81	O=S(=O)(/N=C(\Sc1ccccc1)c1ccccc1)c1ccc(Cl)cc1	21	15	.	.
82	CC(C)c1nc(-c2ccccn2)no1	13	8	-16	8
83	COCCCn1[nH]c2c3c(ccc2c1=O)C(=O)c1ccccc1C3=O	20	3	.	.
84	CCc1ccccc1NC(=O)N1C2CCCC1CC(NC(=O)C(C)(C)C)C2 (centres undefined)	17	8	15	8
85	COc1ccccc1N1CCN(C(=O)Oc2ccccc2)CC1	10	15	7	15
86	CCOC(=O)Cc1csc(/C(=N/O)C(N)=O)n1	1	2	2	2
87	O=c1c2ccccc2nc(-c2ccc(Cl)cc2Cl)n1CCCn1ccnc1	28	5	.	.
88	COc1ccc(-c2nc(N3CCCC3)nc3nn4c(C)cc(C)nc4c23)cc1	-11	-18	18	-18
89	CCCCCNC(=O)CC1Nc2c3ccccc3nc(=S)n2C1=O (centres undefined)	9	14	25	14
